# From PubChem BioAssay
# HIV peptide binding = inhibitors of HIV fusion peptide binding, primary screen, biochemical, uHTS, fluorescence dequenching (AID 1986); cell-free peptide binding, fluorescence dequenching, 30 min; higher % means a stronger effect; inhibition, % at 20 µM; hits with a dose series show IC50 in µM; actives 0.3% (n = 290,000); in the data active means inhibition mostly above about 52%, no sharp cut-off; inactive means mostly below about 76%; further: some results filed as inactive read as strong as hits
# HEK293 NOD2/NF-kB = NOD2 signaling inhibitors, cell-based, luminescence, uHTS, HEK293 (AID 1566); HEK293 NOD2/NF-kB luciferase reporter, luminescence; higher % means a stronger effect; inhibition, % at 4 µM, or EC50 in µM where a hit was titrated; actives 0.63% (n = 290,000); further: many of its hits are not listed in these tables
# PhoP inhibition = inhibitors of PhoP regulon expression, primary screen, Salmonella Typhimurium, GFP reporter (AID 1863). actives 0.16% (n = 300,000). inhibition, % at 50 µM; hits with a dose series show IC50 in µM. S. Typhimurium PhoP-regulated promoter GFP reporter, 4 h; higher % means a stronger effect;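 active means inhibition over 29.93%, a cutoff 3 SD above the screen mean, later confirmed by dose response; inconclusive means inhibition over 29.93% but no dose response follow-up; inactive means inhibition at most 29.93% or unconfirmed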;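 further: 0% = low Mg2+ inducing control and 100% = high Mg2+ repressing control; strong numbers were not always called active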
# LYP inhibition = inhibitors of LYP phosphatase, biochemical, fluorescence intensity, uHTS (AID 1779). Tyrosine-protein phosphatase non-receptor type 22 (Homo sapiens). actives 0.054% (n = 290,000). one-dose inhibition, % at 11.5 µM; IC50 in µM for titrated hits. recombinant LYP phosphatase, fluorescence intensity; higher % means a stronger effect;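 further: plate controls were vehicle with enzyme for no effect and no enzyme for full effect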
# SIAH1 antagonists = Siah-1 peptide-binding antagonists, primary screen, biochemical, fluorescence polarization, rhodamine-plectin, uHTS (AID 1817) | E3 ubiquitin-protein ligase SIAH1 (Homo sapiens) | Siah-1 / rhodamine-plectin peptide fluorescence polarization; higher % means a stronger effect | displacement, % at 20 µM, or IC50 in µM where a hit was titrated | actives 0.02% (n = 290,000);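 active means displacement of at least 50% at 20 µM, with a fluorescence ratio check between 0.3 and a set limit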;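 further: plate controls were Siah plus tracer with DMSO for no effect and tracer alone without Siah for full effect; strong numbers were not always called active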
# KOR beta-arrestin-1 = KOR agonists, beta-arrestin recruitment, primary screen, cell-based, luminescence, uHTS (AID 1777); Kappa-type opioid receptor (Homo sapiens); KOR beta-arrestin recruitment, luminescence; higher % means a stronger effect; activation, % at 10 µM; hits with a dose series show EC50 in µM; actives 0.02% (n = 280,000); in the data active means activation above about 50%, passing the limit was not always enough; further: a part of the inactive calls stands beside numbers as strong as those of hits
# KOR beta-arrestin-2 = KOR antagonists, beta-arrestin recruitment, cell-based, luminescence, uHTS (AID 1778) | KOR beta-arrestin recruitment, luminescence, antagonist mode; higher % means a stronger effect | inhibition, % at 10 µM; hits with a dose series show IC50 in µM | actives 0.091% (n = 290,000); further: strong numbers were not always called active
# NOD1 NF-kB reporter = NOD1 signaling inhibitors, primary screen, cell-based, luminescence, uHTS (AID 1578). inhibition, % at 4 µM; hits with a dose series show EC50 in µM. actives 1% (n = 290,000). NOD1-driven NF-kB luciferase reporter cells, luminescence; higher % means a stronger effect; in the data active means inhibition mostly above about 36%, no sharp cut-off; inactive means mostly below about 34%;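 further: HEK-293T reporter cells stimulated with the NOD1 agonist gamma-tri-DAP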
# Myeloid diff MLP = induction of myeloid progenitor differentiation, primary screen, cell-based, flow cytometry, MLPCN library; ER-HoxA9 myeloid progenitors, lysozyme-GFP differentiation; calls only at 10 µM; actives 1% (n = 360,000);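 active means normalized GFP-positive differentiation at or above the plate's own cutoff, the solvent-only control mean plus 3 SD; inconclusive means no clear call, values can overlap the other calls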;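 further: cells exposed to compound for four days before flow analysis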
# Myeloid diff MLP GFP+ MAC1+ % = also measured in Myeloid diff MLP; calls as there; GFP+ MAC1+ double positive, %; measured here: differentiation confirmed by MAC1 staining
# Active calls of the source: *; i = inactive; ? = inconclusive; . = no result given; [ ] = dose if it differs, or a comment. Unless noted, no stated cut-off is given here; in the data, active means inhibition above about 50%; inactive means the rest. This is a subset (hit frequency here may not be typical).
SMILES,HIV peptide binding,HEK293 NOD2/NF-kB,PhoP inhibition,LYP inhibition,SIAH1 antagonists,KOR beta-arrestin-1,KOR beta-arrestin-2,NOD1 NF-kB reporter,Myeloid diff MLP,Myeloid diff MLP GFP+ MAC1+ %
CCN(CC)S(=O)(=O)c1ccc(C)c(NC(=O)COC(=O)CNC(=O)c2ccc(C(C)(C)C)cc2)c1,0.7%,-17%,-2%,-6%,0%,6.0%,-1%,-20%,i,0.5
COc1ccc(N2CCN(CC(O)COC(C)(C)C)CC2)cc1 (stereo not drawn),-1.0%,7%,-2%,-6%,7%,-8.1%,15%,-26%,i,0.5
CC1=C(C(=O)NCc2ccccc2)C(c2cc(Br)cc(Br)c2OC(C)C)NC(=O)N1 (stereo not drawn),2.0%,-1%,10%,2%,-4%,-0.6%,6%,24%,i,0.7
O=C(NC(=S)Nc1nc2c(ccc3ccccc32)s1)c1cccs1,18%,3%,1%,0%,8%,-1.6%,-28%,1%,i,1.3
CCCCn1nnnc1SCC(=O)N(CC)CC,2.0%,-2%,2%,-1%,2%,4.9%,2%,2%,i,0.8
CC(C)(C)CC(=O)Nc1cc2c3c(c1)CCC(=O)N3CCC2,-0.4%,17%,2%,-11%,-1%,-4.6%,-25%,-7%,i,0.3
CC(=O)[C@@]1(O)CC[C@H]2[C@@H]3CCC4=CC(=O)CC[C@]4(C)[C@H]3[C@@H](O)C[C@@]21C,1.5%,18%,-5%,-1%,3%,2.5%,-17%,-28%,i,5.1
Nc1cc(S(=O)(=O)Nc2ccccc2Cl)ccc1N1CCCC1,-2.5%,12%,-6%,-2%,18%,-1.1%,28%,-1%,i,1.5
O=C(O)COc1ccc(C(=O)c2ccccc2)cc1,-0.2%,18%,-3%,-1%,2%,-4.5%,15%,-13%,i,0.8
S=c1[nH]nc(-c2ccccc2Cl)n1Cc1ccccc1,-0.7%,22%,-2%,-4%,6%,-7.9%,23%,-6%,i,0.2
COc1ccccc1C/C(N)=N/OC(=O)c1ccc2c(c1)OCO2,-2.5%,-20%,5%,-7%,2%,-3.2%,-13%,8%,i,0.7
COc1cc(SC)ccc1C(=O)Nc1ccon1,-2.1%,-7%,16%,1%,1%,-2.8%,33%,-40%,i,0.4
COc1cc(C(=O)Oc2ccc(/C=N/NC(=O)c3ccncc3)cc2)cc(OC)c1OC,4.5%,14%,0%,-4%,-5%,1.5%,14%,-6%,i,0.9
COc1ccc(NC(=S)N(CCCN2CCOCC2)C(C)c2cc3ccccc3o2)cc1 (stereo not drawn),1.7%,10%,5%,-7%,2%,0.7%,6%,10%,i,0.1
COc1cc(CNC2CCCC2)cc(Cl)c1OCc1ccccc1F,-1.5%,-24%,24%,-8%,-8%,.,16%,4%,i,1.1
O=C(COc1ccccc1)Nc1ccc2c(c1)C(=O)N(CC1CCCO1)C2=O (stereo not drawn),-1.7%,-4%,3%,-10%,0%,-4.0%,-21%[20 µM],-30%,i,1.2
COc1ccc2[nH]c3c(=O)n(N)c(=O)[nH]c3c2c1,-2.0%,-2%,15%,-8%,4%,-6.5%,-16%,-11%,i,0.4
O=C1COc2ccc(S(=O)(=O)CCC(=O)NC3CCCCC3)cc2N1,1.1%,-8%,4%,-12%,3%,-1.1%,-12%,-17%,i,0.2
Cc1c(C)c(C)c(S(=O)(=O)N2CCC3(CC2)OCCO3)c(C)c1C,0.6%,13%,-6%,-6%,10%,-4.3%,24%,-5%,i,1.1
O=C(CN1C(=O)COc2ccccc21)NCc1ccccn1,0.0%,6%,13%,-5%,1%,-2.4%,1%,3%,i,4.6
COC(=O)c1c(C)[nH]c(C(=O)C(C)OC(=O)C2=NNC(=O)CC2)c1C (stereo not drawn),0.0%,8%,-2%,2%,0%,5.3%,-21%,2%,i,0.9
O=C(NCCCN1CCOCC1)c1ccc2c(c1)N(Cc1ccc(Cl)cc1)C(=O)c1ccccc1S2=O (stereo not drawn),-3.2%,-22%,-4%,-14%,0%,-1.1%,-4%,39%,i,3.4
CCCc1nnc(NC(=O)CCS(=O)(=O)c2ccccc2)s1,-0.2%,20%,-3%,-9%,7%,3.5%,-58%,-10%,?,.
COC(=O)c1cc(Br)c(=O)n(Cc2ccc3c(c2)OCO3)c1,1.7%,-26%,-3%,5%,-3%,5.2%,0%,8%,i,1.0
CC(=O)N1c2ccc(S(=O)(=O)NCCC(=O)Nc3ccccc3C)cc2CC1C (stereo not drawn),0.7%,16%,-10%,-9%,-7%,6.5%,6%,18%,?,.

# 3 entries out of the list, sorted by heavy-atom count, descending.
SMILES,HIV peptide binding,HEK293 NOD2/NF-kB,PhoP inhibition,LYP inhibition,SIAH1 antagonists,KOR beta-arrestin-1,KOR beta-arrestin-2,NOD1 NF-kB reporter,Myeloid diff MLP,Myeloid diff MLP GFP+ MAC1+ %
O=C1COc2ccc(S(=O)(=O)CCC(=O)NC3CCCCC3)cc2N1,1.1%,-8%,4%,-12%,3%,-1.1%,-12%,-17%,i,0.2
O=C(CN1C(=O)COc2ccccc21)NCc1ccccn1,0.0%,6%,13%,-5%,1%,-2.4%,1%,3%,i,4.6
COc1cc(SC)ccc1C(=O)Nc1ccon1,-2.1%,-7%,16%,1%,1%,-2.8%,33%,-40%,i,0.4

# (continued)
SMILES,HIV peptide binding,HEK293 NOD2/NF-kB,PhoP inhibition,LYP inhibition,SIAH1 antagonists,KOR beta-arrestin-1,KOR beta-arrestin-2,NOD1 NF-kB reporter,Myeloid diff MLP,Myeloid diff MLP GFP+ MAC1+ %
CC(C)NC(=S)N1CCN(C(c2ccccc2)c2ccccc2)CC1,-1.5%,10%,-4%,2%,6%,1.9%,-6%,-7%,i,0.5
O=C(C1CCCN1S(=O)(=O)c1cccc2cccnc12)N1CCc2ccccc2C1 (stereo not drawn),0.7%,3%,-7%,-5%,-2%,4.0%,-12%,-18%,i,1.3
COc1cc(NC(=O)c2cc(-n3cnnc3)ccc2Cl)cc(OC)c1,1.4%,18%,-11%,-6%,4%,-0.5%,13%,-1%,i,0.6
COc1ccc(-c2cc(C(F)(F)F)nc(NCc3ccco3)n2)cc1OC,5.1%,-5%,-6%,-6%,5%,-0.5%,32%,4%,i,1.1
COCCCn1c(-c2ccc(OC)cc2)nc2nc3ccccc3nc21,0.8%,7%,1%,-5%,3%,-4.5%,17%,-24%,.,.
Cc1ccc(N(C(=O)C2CCCO2)C2C=CS(=O)(=O)C2)cc1Cl (stereo not drawn),-0.1%,-1%,-6%,0%,0%,0.7%,-12%,-12%,i,4.8
Cc1ccc(-c2nnc(-c3ccccc3S(=O)(=O)Cc3ccc(Cl)cc3)o2)cc1,6.2%,25%,-2%,-2%,6%,0.9%,8%,7%,i,0.9
CC(C)CC(C(=O)O)N1C(=O)C2C3c4ccccc4C(c4ccccc43)[C@@H]2C1=O (stereo partly drawn),-0.8%,2%,4%,-1%,-2%,-4.7%,19%,-8%,i,0.4
O=C(O)CNc1nc(-c2ccccc2)nc2c1oc1ccccc12,3.2%,25%,-4%,-1%,14%,-0.8%,20%,6%,i,0.2
Cn1c(SCC(=O)Nc2ccc3c(c2)OCO3)nnc1-c1cnccn1,-1.0%,4%,0%,-9%,0%,-4.5%,35%,-16%,i,0.6
O=C(Cn1c(=O)oc2ccc(Cl)cc21)Nc1ccon1,0.8%,20%,0%,-12%,11%,5.3%,13%,-1%,i,1.4
Cc1ccc[n+](-c2[nH]c(=O)sc2/C=N/NC(=O)c2ccccc2[O-])c1,15%,12%,9%,-3%,-2%,-3.5%,16%,-9%,i,0.5
O=C(CN1CCOCC1)Nc1cc(C(F)(F)F)ccc1Cl,0.3%,5%,-4%,-6%,-2%,4.9%,-30%,-44%,i,1.0
CCN1CCN(c2nc3c(c(=O)[nH]c(=O)n3C)n2Cc2ccccc2F)CC1,0.7%,4%,0%,-14%,-5%,-3.1%,5%[20 µM],8%,i,0.5
CC(=O)Cn1c(C(F)(F)F)nc2ccccc21,-1.8%,2%,-15%,-6%,-3%,2.2%,-40%,-20%,i,0.9
CN(C)CCCN(C(=O)c1ccc(S(=O)(=O)N2CCc3ccccc3C2)cc1)c1nc2c(F)cccc2s1,8.0%,-12%,0%,-11%,10%,-0.4%,-19%,-42%,i,1.7
Cc1ccc(NC(=O)CCC(=O)N/N=C/c2ccccc2O)cc1,-0.1%,.,-4%,-4%,6%,1.5%,19%,.,i,0.6
O=c1c(/C=N\NS(=O)(=O)c2ccccc2)coc2ccc(Cl)cc12,-0.9%,14%,7%,-4%,0%,0.0%,2%,70%*,i,0.8
COc1ccc(/C=N/N=C2/SCC(=O)N2Cc2ccccc2)cc1,-0.5%,-155%,-8%,2%,0%,4.4%,17%,-1%,i,0.4
CCOc1ccc(CNS(=O)(=O)c2c(C(=O)N3CCCC3)c(C)n(C)c2C)cc1OC,-1.0%,10%,7%,-9%,-6%,4.4%,-37%,-26%,i,2.5
Cc1nn2c(NCCN(C)C)c3c(nc2c1-c1ccccc1)CCCC3,-1.5%,27%,3%,-5%,-2%,-2.1%,0%,8%,i,0.0
O=C(NCc1ccccn1)Nc1cccc([N+](=O)[O-])c1,-1.4%,-1%,-2%,-7%,4%,7.4%,-10%,-22%,.,.
Cc1ccc(S(=O)(=O)N2CN(CC3CCCO3)c3nc4ccccc4nc32)cc1 (stereo not drawn),2.5%,6%,-8%,-4%,3%,-0.5%,11%,-9%,i,1.3
Cc1ccc(-n2nnnc2CN2CCCCC2)cc1,1.2%,3%,5%,-1%,2%,.,-7%[20 µM],-15%,i,0.2
O=C(O)CC(SCC(=O)NC1CCCc2ccccc21)C(=O)O (stereo not drawn),-0.5%,15%,-10%,-8%,1%,.,4%,-3%,i,0.1
Cc1ccccc1N1C(=O)c2ccccc2N2C(=O)c3ccccc3C12 (stereo not drawn),-1.8%,-31%,-14%,0%,-4%,-2.4%,20%,10%,i,1.7
C#CCOCCOCCOCCNc1nc(N2CCN(C(=O)[C@H]([C@@H](C)CC)n3cc([C@@H](N)CO)nn3)CC2)nc(N2CCN(C(=O)[C@H]([C@@H](C)CC)n3cc([C@@H](N)Cc4ccc(O)cc4)nn3)CC2)n1,5.8%,-3%,-2%,-8%,4%,-0.1%,4%,-1%,i,2.0
CCCc1cc(=O)n2[nH]c(C)c(-c3ccccc3)c2n1,-1.8%,37%,16%,-8%,2%,-3.3%,2%,2%,i,1.9
O=C1CCCC2=C1C(c1c(Cl)nc3sccn13)C1=C(CCCC1=O)N2,1.0%,4%,.,-2%,-3%,-5.5%,11%,-6%,.,.
Cc1ccc(NS(=O)(=O)c2cc3c(cc2C)NC(=O)CO3)cc1,-0.1%,-1%,.,-6%,1%,-8.1%,-20%[20 µM],-1%,i,2.0
Cc1cccc(NC(=S)N(CCN(C)C)Cc2cc3cc(C)ccc3[nH]c2=O)c1,-0.4%,31%,-6%,-4%,8%,-0.9%,-9%,-25%,i,0.1
